Assay outcomes (PubChem)
M1 PAM: potentiates human M1 receptor response to acetylcholine; activation, % at 3 µM; P11229; CHO-K1 hM1, Fluo-8 calcium fluorescence, ACh EC20; 0% = ACh EC20, 100% = maximal ACh; hit rate 0.088% among 360,000; AID 588819; in the data active = activation above about 19%, passing the limit was not always enough
Target sequence (P11229 whole entry, looked up): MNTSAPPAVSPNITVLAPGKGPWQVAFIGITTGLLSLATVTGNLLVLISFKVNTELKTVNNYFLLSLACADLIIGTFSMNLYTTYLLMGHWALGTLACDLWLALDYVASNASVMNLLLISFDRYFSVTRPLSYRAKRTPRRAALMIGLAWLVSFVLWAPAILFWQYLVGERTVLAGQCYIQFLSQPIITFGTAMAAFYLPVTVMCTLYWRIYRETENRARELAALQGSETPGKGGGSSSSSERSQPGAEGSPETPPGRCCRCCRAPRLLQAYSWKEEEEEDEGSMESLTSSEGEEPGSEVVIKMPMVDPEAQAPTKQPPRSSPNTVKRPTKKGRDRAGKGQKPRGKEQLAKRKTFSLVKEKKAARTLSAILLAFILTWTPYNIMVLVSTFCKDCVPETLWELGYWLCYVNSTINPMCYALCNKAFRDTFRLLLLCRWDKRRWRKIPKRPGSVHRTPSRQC
CRFR2-BP ag: agonists of human CRF-binding protein/CRF-R2 receptor complex; hit rate 0.46% among 350,000; HEK293 CRF-R2/CRF-BP, calcium dye fluorescence (FLIPR); percent of saturating CRF peptide response; activation, % at 13.2 µM; AID 588473;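 active = activation of at least 50%, plus an integration ratio under a set limit after plate pattern correction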;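 note: plate controls were neutral control wells without compound for no effect and CRF at EC100 for full effect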
M5 PAM: potentiates acetylcholine response at human M5 receptor. CHO-K1 hM5, Fluo-8 calcium, ACh EC20 PAM; 0% = ACh EC20, 100% = ACh EC100. activation, % at 3 µM. hit rate 0.3% among 360,000;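 active = activation above the run cutoff, the mean activation of all test compounds plus 3 SD, cut at about 18% in these data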
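Test system: CHO-K1 hM5 cells / Doses: single-point, 3 µM nominal / Times: Post-acetylcholine fluorescence recording 140 s / Technique: Fluo-8 calcium fluorescence / Measure: Max/basal fluorescence ratio as % of EC20–EC100 ACh window / Benchmarks: low control EC20 acetylcholine (0%), high control EC100 acetylcholine (100%) / Replicates: one well per compound, no replicates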
M4 PAM: potentiates acetylcholine response at human M4 receptor | CHO-K1 hM4/Gqi5, Fluo-8 calcium fluorescence, ACh EC20; 0% = ACh EC20, 100% = maximal ACh | activation, % at 3 µM | hit rate 0.4% among 360,000 | AID 624126;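 active = activation above its plate's cutoff, the mean activation of sample wells plus 3 SD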; note: some results filed as inactive read as strong as hits
Target sequence (P08173 whole entry, looked up): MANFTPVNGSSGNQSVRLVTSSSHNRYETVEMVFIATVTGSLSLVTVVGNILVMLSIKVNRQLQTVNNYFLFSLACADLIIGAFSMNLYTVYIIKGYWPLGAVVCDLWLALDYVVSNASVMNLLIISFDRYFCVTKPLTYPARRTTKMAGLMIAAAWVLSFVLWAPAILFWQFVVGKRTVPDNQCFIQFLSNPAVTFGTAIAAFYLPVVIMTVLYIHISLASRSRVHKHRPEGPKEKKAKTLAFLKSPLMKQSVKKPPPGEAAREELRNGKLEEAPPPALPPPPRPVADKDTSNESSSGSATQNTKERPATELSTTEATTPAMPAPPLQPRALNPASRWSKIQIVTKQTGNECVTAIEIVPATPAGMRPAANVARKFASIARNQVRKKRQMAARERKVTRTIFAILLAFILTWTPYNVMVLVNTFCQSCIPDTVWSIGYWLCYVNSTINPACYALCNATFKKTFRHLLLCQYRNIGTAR
CHRM5 agonist: CHRM5 agonism in calcium assay; hit rate 0.19% among 360,000; activation, % at 3 µM; CHO-K1 hM5 cells, Fluo-8 calcium fluorescence; 0% DMSO wells, 100% maximal acetylcholine response; P08912;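 active = activation above the run's mean over test compounds plus 3 SD, cut at about 23% in these data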;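 note: signal is peak over basal fluorescence ratio across the kinetic read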
M5 antag: antagonists of human muscarinic M5 receptor (CHRM5); CHO-hM5 cells, Fluo-8 calcium fluorescence, ACh EC80; inhibition, % at 3 µM; hit rate 0.59% among 360,000;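 active = inhibition above a per-plate cutoff, the mean of that plate's test compounds plus 3 SD, cut at about 27% in these data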;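 note: 0% = acetylcholine EC80 with DMSO and 100% = DMSO without agonist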
CHRM4 agonist: CHRM4 agonism in calcium assay | P08173 | CHO-K1 hM4/Gqi5, Fluo-8 calcium fluorescence; vehicle 0%, full acetylcholine response 100% | activation, % at 3 µM | hit rate 0.14% among 360,000 | AID 624127;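 active = activation above the run mean over all test wells plus 3 SD, cut at about 32% in these data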;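 note: peak over basal fluorescence ratio per well then scaled between controls; 0% = DMSO wells and 100% = acetylcholine at EC100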
M4 antag: antagonists of human muscarinic M4 receptor (CHRM4); hit rate 0.73% among 360,000; CHO-hM4 cells, ACh EC80, Fluo-8 calcium fluorescence; AID 624125; P08173; inhibition, % at 3 µM;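 active = inhibition above its plate's cutoff, the mean inhibition of sample wells plus 3 SD, cut at about 27% in these data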;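 note: 0% = acetylcholine EC80 with DMSO and 100% = DMSO without agonist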
CRFR2-BP antag: antagonists of CRF-binding protein/CRF-R2 receptor complex | AID 588475 | inhibition, % at 11.8 µM | hit rate 0.59% among 350,000 | HEK293 CRF-R2/CRF-BP, CRF-induced calcium fluorescence;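 active = inhibition of the ligand-induced calcium signal above about 50% at the single tested concentration, limit read from the data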
* hit, by the source's call; x = no result given.

SMILES	M1 PAM	CRFR2-BP ag	M5 PAM	M4 PAM	CHRM5 agonist	M5 antag	CHRM4 agonist	M4 antag	CRFR2-BP antag
COc1ccc(C(C(=O)NC2CCCCC2)N2CCC3(CC2)OCCO3)cc1 (stereo not drawn)	0.6	0.2	-14.0	1.0	-3.6	6.6	0.8	3.9	4.3
Cc1nn2c(=S)[nH]nc2[nH]c1=O	2.8	0.8	1.9	-2.1	-5.2	7.2	-0.2	-10.1	1.8
Cc1ccc(C(=O)CSc2nnc(-c3ccccc3)o2)cc1	-3.2	0.2	-3.0	-2.0	0.5	1.2	-0.9	7.1	-6.2
CSc1nc(NCc2ccccc2)c2c3c(sc2n1)CN(C)CC3	-12.1	1.0	-9.8	-5.5	-7.0	9.5	1.4	5.0	-24.4
O=C(O)CC1=C(Nc2ccccc2)C(=O)N(c2ccccc2)C1c1ccc(Br)cc1 (stereo not drawn)	3.1	-0.2	2.1	3.0	-0.6	8.0	0.9	1.1	6.7
O=C(NCCN1CCOCC1)c1ccc(Cl)cc1[N+](=O)[O-]	-0.9	2.8	0.1	-3.4	2.5	-1.1	-1.1	1.8	4.9
CC(=O)NC(=S)Nc1sc2c(c1C(N)=O)CCC(C)C2 (stereo not drawn)	-0.9	-1.0	3.6	14.7	3.6	-9.7	10.9	-13.2	-19.5
Brc1ccc2nc(C3CCCCC3)c(CC3CCCCC3)n2c1	-10.8	x	8.1	-3.0	1.2	-5.0	0.9	7.5	x
COc1ccccc1N1CCN(CC(=O)c2c(N)n(C)c(=O)n(C)c2=O)CC1	6.1	-0.5	0.0	-5.0	-4.1	2.1	0.1	0.0	-4.4
COc1cc2c(cc1OC)C(c1ccccc1)N(C(=O)c1ccco1)CC2 (stereo not drawn)	5.6	-8.0	-6.8	-0.9	-1.6	-0.8	1.2	0.7	21.8
COc1ccc(C(=O)NCCCn2cccn2)cc1OC1CCN(C(C)=O)CC1	10.0	0.8	2.8	2.6	-5.0	-2.1	1.8	-13.1	-28.3
Cc1cnc(NC(=O)Cc2ccc(C)c(C)c2)s1	7.6	1.3	1.4	0.5	-2.8	12.8	0.9	0.6	-34.4
CCOC(=O)c1ccc(Nc2nc(C)cc(C)c2C#N)cc1	3.9	-2.6	6.8	-1.9	-1.5	-0.8	1.3	9.7	-24.4
Cc1cc(-n2c(C)cc(C(=O)CCl)c2C)no1	4.7	-2.4	4.0	6.8	-2.4	0.3	1.2	-12.4	-6.5
Cc1nc2cc(C(=O)O)ccc2n1C1CCCCC1	-2.2	-1.7	-2.5	5.9	-1.4	7.0	0.4	5.3	9.7
CSc1ccc(CNC(=O)C2CCC(=O)N(CCc3ccc(Cl)cc3)C2)cc1 (stereo not drawn)	-1.9	-0.7	-1.7	-1.9	0.2	8.6	5.0	-1.5	11.9
c1ccc(CC2CCN(c3ncnc4sccc34)CC2)cc1	-9.9	-0.1	-31.5	-22.6	-0.9	37.9*	11.9	20.4	-2.6
COc1ccc(/C=C2/C(=O)N=C3SCCN32)cc1	6.1	0.2	7.2	1.7	-0.4	-0.8	0.7	-0.2	-0.5
CCOC(=O)c1cnc2c(c(C)nn2C)c1Oc1ccccc1F	12.1	-1.6	3.9	8.7	-2.8	13.2	2.7	8.8	-10.8
COc1ccc(NC(=O)Cc2ccc(Cl)cc2Cl)cn1	9.0	-0.2	5.2	6.6	-2.2	4.3	0.0	11.2	-9.1
O=C(COC(=O)CCSc1ccccc1)Nc1ccccc1Br	4.0	0.5	-0.7	4.6	5.8	-2.0	-0.1	-0.1	-2.5
CC1(C)CC(Nc2ccc(C(F)(F)F)cc2[N+](=O)[O-])CC(C)(C)N1	3.2	-0.5	9.6	-1.0	-0.1	-13.0	4.3	-3.1	-11.6
Cc1ccc(S(=O)(=O)NC(=NC(Cc2ccccc2)C(=O)O)c2ccccc2)cc1 (stereo not drawn)	7.6	0.8	6.0	-4.2	-3.4	10.9	1.1	-3.3	-3.9
CCc1nc2ccc(C(=O)Nc3ccc(OC)c(OC)c3)cn2c1N(CCC(C)C)CCN(C)C	-3.1	x	6.1	-0.8	-1.7	-8.1	0.3	-4.8	x
CC(C)[C@@H]1NC(=O)c2cc([N+](=O)[O-])cc(I)c2OCC[C@@H](C(N)=O)NC(=O)[C@H](CCC(=O)O)NC1=O	-0.1	-1.1	1.7	8.4	0.7	8.8	-0.5	1.4	6.2

Additional records.
SMILES	M1 PAM	CRFR2-BP ag	M5 PAM	M4 PAM	CHRM5 agonist	M5 antag	CHRM4 agonist	M4 antag	CRFR2-BP antag
O=C(Nc1ccccc1C(=O)N1CCOCC1)C1CC(=O)N(c2ccc(F)cc2)C1 (stereo not drawn)	16.1	-1.6	6.6	3.3	-0.8	-8.1	2.5	-9.4	5.7
CN(NC(=O)C1CC(=O)N(c2ccccc2)C1)C1=NS(=O)(=O)c2ccccc21 (stereo not drawn)	11.8	-0.1	6.2	0.0	2.2	-11.9	1.4	-4.6	6.6
COc1ccc(Cl)cc1C(=O)NNC(=S)NC1CCCCC1	6.6	-0.5	2.9	4.4	0.6	-5.4	0.8	-2.8	-3.0
CC(=O)Nc1ccc(S(=O)(=O)N2CCc3cc4c(cc3C2C)OCCCO4)cc1 (stereo not drawn)	-1.0	0.3	-9.0	-6.2	-3.7	4.1	5.5	-15.0	-9.1
CN(C)CC(=O)Nc1ccc2c(c1)[C@H]1C[C@H](CC(=O)NCc3ccc4c(c3)OCO4)O[C@H](CO)[C@H]1O2	17.6	-0.1	5.6	1.9	0.0	-2.2	-0.1	2.1	-13.0
O=C1N=c2ccccc2=C1c1sc(NS(=O)(=O)Cc2ccccc2)nc1O	5.8	-0.8	4.2	-10.0	0.5	1.7	-0.1	4.5	37.3
Cc1cccc(NC(=O)NCc2ccc3c(c2)OCO3)c1C	-1.5	-0.7	2.3	6.5	0.0	-10.6	1.2	-6.8	5.4
Cc1ccc(NC(=O)C2CCCC2)cc1Cl	4.5	-1.8	8.3	-8.7	-5.9	-2.2	-0.1	-4.2	-5.9
CC(=O)Nc1ccc(S(=O)(=O)Nc2nc3ccccc3nc2Nc2cccc(S(N)(=O)=O)c2)cc1	10.7	-2.8	-1.2	16.8	3.1	5.8	2.0	-1.5	-3.9
NNC(=O)c1cc(C2CC2)nc2ccc(Br)cc12	2.6	-2.1	-0.9	-1.5	-0.2	5.1	0.8	5.8	7.5
CCOc1ccc(CCNC(=O)c2cccc(S(=O)(=O)N3CCCC3)c2)cc1OCC	7.3	-0.3	-1.1	2.2	-1.0	-1.2	3.8	-2.1	-12.4
NC(Cc1ccc(Cl)cc1)c1csc(Nc2ccc(C(=O)c3ccccc3)cc2)n1 (stereo not drawn)	7.8	x	2.1	0.5	2.8	5.9	15.3	2.2	x
CCOc1ncccc1C(=O)Nc1ccc(S(=O)(=O)Nc2nc(C)cc(C)n2)cc1	10.3	1.7	8.6	6.0	-1.6	6.4	1.7	0.6	-5.9
Cc1ccccc1OCC(=O)NCCCNC(=O)c1cccnc1	-0.8	-0.7	0.7	0.3	-1.4	3.0	1.0	2.0	-9.2
CC(=O)c1ccc(N2CCN(C(=O)/C=C/c3ccc(S(=O)(=O)N4CCOCC4)cc3)CC2)cc1	1.0	-1.8	1.7	1.6	-1.2	-6.2	2.0	-2.3	6.5
CCNC(=S)NCc1ccc(OC)c(OC)c1	13.8	0.1	2.2	4.1	-1.9	3.6	1.3	-8.0	-8.7
Clc1cccc(CN2CCN(c3nc4nonc4nc3NC3CC3)CC2)c1	-22.7	-2.1	-7.3	-3.5	-7.2	8.0	1.9	-5.9	15.2
Cc1ccc(NC(=O)CSc2n[nH]c(C)c2[N+](=O)[O-])cc1C	-9.2	-0.6	-8.7	-0.6	5.0	7.6	8.2	-1.5	15.6
O=C(CCS(=O)(=O)c1ccc(F)cc1)Nc1nnc(-c2ccc(F)cc2)o1	8.6	-1.5	2.9	7.4	0.5	4.8	1.4	-9.0	4.4
Cc1oc(-c2ccc(Cl)cc2)nc1CSCC(=O)NCCCN1CCOCC1	-3.5	-0.3	-1.3	19.9	-7.8	-5.4	0.5	-16.0	14.7
COC(=O)c1ccccc1NC(=O)c1cncc(Br)c1	6.2	-5.4	1.8	-6.1	-2.0	-2.6	0.0	-1.7	23.5
COC(=O)c1[nH]nc2c1C(=O)N(Cc1ccccc1)C2=O	-0.2	-2.3	5.8	2.2	-1.8	-8.1	-0.9	1.3	-21.1
CCCCCC(N)=O	2.5	0.3	-2.0	-5.0	2.2	-2.7	0.7	-3.8	11.5
Cc1nc2ccccn2c1C(=O)N/N=C/c1cc(C)n(-c2ccc(Cl)cc2)c1C	-1.9	-2.8	-7.0	3.7	-2.7	1.6	5.3	24.3	1.5
COc1ccc(CCN2C(=O)CC(Cc3ccccc3)C2=O)cc1OC (stereo not drawn)	3.6	5.6	5.6	-1.2	-2.4	5.3	1.6	-1.0	79.5*

Whole records, looked up by structure. Screens in order: M1 PAM, CRFR2-BP ag, M5 PAM, M4 PAM, CHRM5 agonist, M5 antag, CHRM4 agonist, M4 antag, CRFR2-BP antag
CCOc1ccc(CCNC(=O)c2cccc(S(=O)(=O)N3CCCC3)c2)cc1OCC across the screens: 7.3, -0.3, -1.1, 2.2, -1.0, -1.2, 3.8, -2.1, -12.4
Cc1ccc(NC(=O)C2CCCC2)cc1Cl across the screens: 4.5, -1.8, 8.3, -8.7, -5.9, -2.2, -0.1, -4.2, -5.9
Clc1cccc(CN2CCN(c3nc4nonc4nc3NC3CC3)CC2)c1 across the screens: -22.7, -2.1, -7.3, -3.5, -7.2, 8.0, 1.9, -5.9, 15.2
NNC(=O)c1cc(C2CC2)nc2ccc(Br)cc12 across the screens: 2.6, -2.1, -0.9, -1.5, -0.2, 5.1, 0.8, 5.8, 7.5
COC(=O)c1[nH]nc2c1C(=O)N(Cc1ccccc1)C2=O across the screens: -0.2, -2.3, 5.8, 2.2, -1.8, -8.1, -0.9, 1.3, -21.1

New compounds follow
SMILES	M1 PAM	CRFR2-BP ag	M5 PAM	M4 PAM	CHRM5 agonist	M5 antag	CHRM4 agonist	M4 antag	CRFR2-BP antag
Cc1c(NC(=O)c2csc3c2CCCC3)c(=O)n(-c2ccccc2)n1C	7.2	-0.1	0.4	1.0	-5.0	10.3	2.4	12.8	6.1
O=S(=O)(O)c1ccc(N=Nc2ccccc2)cc1	7.9	1.8	-4.2	2.5	5.8	-4.2	-0.2	-5.7	5.1
Cc1ccc(NC(=O)CCC(=O)c2ccc(Br)cc2)cc1	3.3	0.0	-0.1	3.2	-3.6	16.6	0.1	-3.1	6.1
Cc1ccc(CNC(=O)c2cncc(Br)c2)cc1	9.2	-0.1	3.9	-0.3	-3.6	5.0	0.1	7.2	-10.7
O=C(CCS(=O)(=O)c1ccc(Cl)cc1)Nc1nnc(-c2ccco2)o1	20.8	0.3	5.1	7.9	-2.6	-11.5	0.3	-0.6	8.0
COc1cc(-c2nc(-c3cccc(C(F)(F)F)c3)no2)cc(OC)c1OC	7.6	5.5	1.9	4.2	1.2	0.9	0.1	1.5	5.9
CCN(CC)S(=O)(=O)c1ccc2[nH]cc(C(=O)NCCCN3CCCCC3)c(=O)c2c1	0.9	1.5	-1.6	-4.6	-3.8	-1.6	1.0	9.5	1.1
CN(C)c1ccc(C(=S)N2CCN(C(=S)Nc3cccc4ccccc34)CC2)cc1	1.4	-3.0	6.1	-6.2	1.6	-5.4	0.6	5.7	14.3
